Screening data from PubChem BioAssay.
PrPC TRFRET: reduces human prion protein on the cell surface; 0.43% of 370,000 active; AID 720596; inhibition, % at 13.8 µM; P04156; cell surface PrPC, TR-FRET read-out; in the data active = inhibition above about 24%; note: 0% = median of the test wells and 100% = reference compound wells
BoNT A protease: inhibitors of Botulinum neurotoxin A light chain protease; AID 588499; 0.17% of 360,000 active; inhibition, % at 10 µM; multiplex microsphere protease substrate cleavage, flow cytometry; note: plate controls were buffer without enzyme for full effect and enzyme alone for no effect
BoNT F protease: BoNT F light chain protease inhibition. Multiplex microsphere protease cleavage assay, flow cytometry. inhibition, % at 10 µM. 0.22% of 360,000 active; in the data active = inhibition above about 35%, passing the limit was not always enough; inconclusive = no clear call, values can overlap the other calls; note: plate controls were buffer without enzyme for full effect and enzyme alone for no effect
CCHF vOTU inh: CCHFV vOTU protease inhibition; AID 651958; inhibition, % at 11.5 µM; Pep-AMC fluorescence; 0.55% of 370,000 active; in the data active = inhibition above about 30%; note: 0% = vehicle wells with enzyme and 100% = no enzyme wells
TcdB inh: TcdB glycohydrolase inhibition | P18177 | TcdB glycohydrolase enzymatic assay, plate reader | inhibition, % at 9.99 µM | 0.24% of 350,000 active | AID 652162; in the data active = inhibition above about 10%
Yp Topo-I inh: blocks Yersinia pestis topoisomerase I activity. 0.064% of 360,000 active. Y. pestis Topo-I cleavage product accumulation, plate reader. activity, % at 10 µM; in the data active = activity above about 50%, passing the limit was not always enough; inconclusive = no clear call, values can overlap the other calls; note: inactives centre near 2
FadD28 binding: inhibitors of Mycobacterium tuberculosis FadD28 bisubstrate binding. AID 588549. inhibition, % at 12.5 µM. 0.22% of 360,000 active. FadD28 bisubstrate probe binding, fluorescence polarization; in the data active = inhibition above about 8.5%, passing the limit was not always enough; inconclusive = no clear call, values can overlap the other calls
Anthrax LF inh2: blocks Bacillus anthracis lethal factor protease; multiplex microsphere protease cleavage assay, LF; P15917; inhibition, % at 10 µM; AID 588501; 0.12% of 360,000 active; note: plate controls were buffer without enzyme for full effect and enzyme alone for no effect
PfHsp40 yeast: restores yeast growth despite PfHsp40 toxicity; growth rescue, % at 12.5 µM; AID 504582; S. cerevisiae expressing PfHsp40, growth rescue, ATP luminescence; 0.68% of 340,000 active; in the data active = growth rescue above about 28%, passing the limit was not always enough; inconclusive = no clear call, values can overlap the other calls;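 note: yeast W303a lacking pdr1 and pdr3 grown in galactose medium; growth measured after three days at 30 °C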
* marks the source's active call; other numbers are inactive results; u = inconclusive; x = not tested or not shown. Cut-off read from the data, not from the text of the source, unless noted: active = inhibition above about 30%; inconclusive = no clear call, values can overlap the other calls; inactive = below that.

The opening two compounds as a preview:
SMILES	PrPC TRFRET	BoNT A protease	BoNT F protease	CCHF vOTU inh	TcdB inh	Yp Topo-I inh	FadD28 binding	Anthrax LF inh2	PfHsp40 yeast
CCC(=NCc1ccc(Cl)c(Cl)c1)c1nc(-c2ccco2)oc1O	2	-0.5	4	9	1.0	26	-4.8	0	25
CCN(C(=O)CN1C(=O)/C(=C/c2ccccc2F)SC1=S)C1CCS(=O)(=O)C1 (stereo not given)	-1	0.5	-3	-5	-0.9	-7	-2.4	2	0.4

The whole of this part, from the start:
SMILES	PrPC TRFRET	BoNT A protease	BoNT F protease	CCHF vOTU inh	TcdB inh	Yp Topo-I inh	FadD28 binding	Anthrax LF inh2	PfHsp40 yeast
CCC(=NCc1ccc(Cl)c(Cl)c1)c1nc(-c2ccco2)oc1O	2	-0.5	4	9	1.0	26	-4.8	0	25
CCN(C(=O)CN1C(=O)/C(=C/c2ccccc2F)SC1=S)C1CCS(=O)(=O)C1 (stereo not given)	-1	0.5	-3	-5	-0.9	-7	-2.4	2	0.4
O=C(NCc1ccco1)/C(=C\c1cccc([N+](=O)[O-])c1)NC(=O)c1ccco1	-24	-0.1	4	16	0.9	-1	-3.4	0	0.2
Cc1nnc(NC(=O)CCn2c(=O)oc3ccccc32)s1	-4	0.6	7	-6	-0.1	4	-3.2	0	0.7
Clc1ccc(-c2noc(CN3CCN(c4ccccc4)CC3)n2)cc1	8	-1.1	-4	5	x	5	-1.1	-3	1.0
Cc1cc(=O)oc2cc(OCC(=O)NCC3CCCO3)ccc12 (stereo not given)	-6	-0.9	-7	-11	1.3	-3	-0.7	-3	-0.1
CCCn1nc2cc(C(=O)NCCc3cccs3)ccc2c1OCC	-2	-0.5	-2	-52	-1.8	6	-0.1	-10	-0.7
COC(/C=C/Nc1ccc(C)c(C)c1)=C(C#N)C#N	-7	-0.3	-12	-9	x	7	-0.6	3	-0.6
COc1ccc(NC2CCCN(C(=O)c3ccc(C)c(N4CCNC4=O)c3)C2)cc1 (stereo not given)	8	-2.5	-3	-3	0.2	8	-1.8	0	0.3
CCOC(=O)CSc1n[nH]c(=S)s1	6	0.1	-6	3	1.6	-3	-1.5	0	-0.3
Cc1cc(N2CCN(S(=O)(=O)c3ccc(Cl)cc3)CC2)c2ccccc2n1	13	1.9	-2	2	x	32	-2.8	-5	0.4
CS(=O)(=O)N(CC(=O)NCCSCc1c(F)cccc1Cl)c1ccc2c(c1)OCO2	7	-0.6	-8	4	x	0	-2.5	0	0.1
O=C(CNc1ccccc1N1CCCC1=O)Nc1cc(Cl)ccc1-n1cncn1	-3	1.1	5	-8	1.0	-5	0.2	2	-0.5
Cc1nc2ccccc2n1C(=O)N1CCOCC1	-2	-0.3	1	13	x	5	-3.5	0	-1.3
COc1ccc(-n2ncc3c(=O)n(CC(=O)N4c5ccccc5CC4C)cnc32)cc1 (stereo not given)	0	0.8	6	2	x	-4	-0.8	2	25
O=C(CCNS(=O)(=O)c1ccc(OC(F)(F)F)cc1)NC1CC1	8	-0.3	2	2	1.0	12	-0.6	-1	1.2
CCc1nc2ccc(C(=O)Nc3ccc(OC)c(OC)c3)cn2c1N(C)C(=O)Cc1ccccc1	-2	-0.4	4	-1	0.2	3	-0.1	-3	x
CN1CCC=C(C(=O)N2c3ccccc3Sc3ccc(Cl)cc32)C1	5	u	u	6	1.1	-1	0.4	6	23
CCc1ccc(-c2cc(C)no2)cc1S(=O)(=O)Nc1cccc(CN2CCCC2)c1	-7	5.0	13	-4	1.0	-7	-2.2	0	-1.7
Cc1cccc(-c2c(NC(=O)c3ccco3)oc3ccc(Cl)cc3c2=O)c1	-6	0.5	6	8	0.5	0	-2.3	1	-1.0
CC1CN(N=Cc2ccc([N+](=O)[O-])o2)C(=N)O1 (stereo not given)	-50	-0.3	-4	18	0.4	-4	0.4	3	0.9
CCOc1ccc2oc(C(=O)NCC(c3ccco3)N(C)C)c(C)c2c1 (stereo not given)	11	2.2	23	-3	1.9	-2	-0.3	2	-1.0
O=C(Cn1c(=O)n(-c2cccc(Cl)c2)c(=O)n1CC(=O)N1CCCCC1)N1CCCCC1	-7	0.5	-9	5	x	-7	1.1	3	-0.5
O=C(Cc1cccc(C(F)(F)F)c1)N1CCCC1	-2	0.9	12	-2	0.7	-6	0.4	4	-0.2
Nc1nnn(CC(=O)N/N=C/c2ccccc2Cl)n1	-5	-0.4	1	4	2.1	0	-3.3	4	-0.2
COc1ccc(N(C(=O)CNC(=O)c2ccco2)C(C(=O)NC2CCCC2)c2ccco2)cc1 (stereo not given)	5	-0.2	-1	-1	0.6	12	x	0	-1.7
CCN(C(=O)CSc1nnc(-c2ccccc2Br)o1)C1CCS(=O)(=O)C1 (stereo not given)	5	-0.9	1	-8	1.2	1	-1.5	0	-0.2
CCCCn1c(NCc2ccncc2)nc2ccccc21	-5	0.6	1	8	0.2	9	0.0	-5	0.2
COc1ccccc1-n1cnnc1SCC(=O)NC1CCCC1	3	0.1	2	2	-0.1	-10	-0.9	-4	-0.6
COc1ccccc1C1C(C(C)=O)=C(O)C(=O)N1c1ccc(O)cc1 (stereo not given)	1	u	u	13	0.5	-9	1.3	-10	0.6
CCN(CC)S(=O)(=O)c1ccc2[nH]c(=O)cc(C(=O)NCC(c3ccco3)N3CCCC3)c2c1 (stereo not given)	-7	0.0	0	3	2.5	-2	-3.9	0	-0.2
COc1cc(OC)cc(C(=O)N2CCN(Cc3cccc(F)c3)CC2)c1	-3	u	u	-2	x	5	1.3	-20	-0.2
CCn1ncc(S(=O)(=O)N2CCN(c3cccc(OC)c3)CC2)c1C	5	1.8	4	-1	-0.7	11	-3.7	2	0.0
Cc1ccc(CNC(=O)CNC(=O)[C@@H]2Cc3ccccc3CN2C(=O)OC(C)(C)C)cc1	9	0.1	0	11	-0.6	24	0.2	1	-0.4
NC1=NN=C(N2N=C(c3ccco3)CC2(O)C(F)(F)F)n2ncnc2C1 (stereo not given)	-7	-1.3	-10	5	-4.2	-3	-1.2	-4	-0.8
O=C(Nc1ccc(F)cc1)C(NC1CCCCC1)c1ccccc1 (stereo not given)	9	0.7	3	-7	3.3	-11	-3.0	-1	2.4
Cc1ccc(NC(=O)CCC(=O)NNC(=S)Nc2ccccc2)c(C)c1	9	1.3	-2	-7	1.4	-6	1.2	-5	-0.8
Cn1c(=O)c2c(-c3ccccc3)n(-c3cc([N+](=O)[O-])ccc3N)cc2n(C)c1=O	-30	0.1	5	1	0.1	x	-1.7	-7	x
COP(=O)(OC)c1nc(-c2cccc3ccccc23)oc1NCCc1ccccc1	4	0.2	1	-168	x	31	-2.2	-4	0.6
CC(C)[C@H](NC(=O)c1ccc([N+](=O)[O-])cc1Cl)C(=O)N1CCN(C/C=C/c2ccccc2)CC1	-28	-0.3	-3	11	1.5	6	-2.9	-2	0.2

Whole records from above:
`CCCCn1c(NCc2ccncc2)nc2ccccc21` is listed as PrPC TRFRET = -5; BoNT A protease = 0.6; BoNT F protease = 1; CCHF vOTU inh = 8; TcdB inh = 0.2; Yp Topo-I inh = 9; FadD28 binding = 0.0; Anthrax LF inh2 = -5; PfHsp40 yeast = 0.2
`O=C(Cc1cccc(C(F)(F)F)c1)N1CCCC1` is listed as PrPC TRFRET = -2; BoNT A protease = 0.9; BoNT F protease = 12; CCHF vOTU inh = -2; TcdB inh = 0.7; Yp Topo-I inh = -6; FadD28 binding = 0.4; Anthrax LF inh2 = 4; PfHsp40 yeast = -0.2

Next compounds:
SMILES	PrPC TRFRET	BoNT A protease	BoNT F protease	CCHF vOTU inh	TcdB inh	Yp Topo-I inh	FadD28 binding	Anthrax LF inh2	PfHsp40 yeast
O=C1N[C@H](Cc2ccccc2)COC(=O)[C@H](Cc2ccc(F)cc2)C/C=C\C[C@@H]1CC(=O)N(CCO)Cc1ccccc1	-2	0.5	-9	-19	-0.7	25	-7.4	1	1.2
COc1ccc(OCC(=O)NNC(=O)C(=O)Nc2ccccc2)cc1	-3	-0.7	3	-6	1.1	2	-1.1	-5	0.0
CN(c1ccc(C(=O)N/N=C/c2cccc([N+](=O)[O-])c2)cc1)S(=O)(=O)c1ccccc1	-7	-6.0	-23	1	0.2	-6	0.3	-3	-0.5
Cc1cccc(S(=O)(=O)c2c(N)n(/N=C/c3ccco3)c3nc4ccccc4nc23)c1	4	2.6	5	-13	x	14	-6.2	-1	1.4
CN(C)c1ccc(C2OC(=O)C(C)(C)C(=O)C2(C)C)cc1 (stereo not given)	-1	1.1	-3	4	x	0	-2.6	-3	-1.5
COc1ccc(Oc2cc(C(F)(F)F)cnc2C(N)=O)cc1	4	-0.4	-4	0	x	6	1.8	-2	-1.6
O=S1(=O)N=C(N2CCOCC2)c2ccccc21	2	0.2	-12	-3	x	1	-1.8	1	-0.7
CCOC(=O)c1cnn(C)c1NC(=O)c1ccc([N+](=O)[O-])cc1	-30	-0.6	11	6	0.4	2	x	-2	1.0
Brc1ccc(-c2noc(-c3ccccn3)n2)o1	4	0.7	-11	4	0.5	8	-4.6	-1	-2.0
CCc1ccc(-c2nc(NC(=S)NC(=O)c3cccs3)sc2C)cc1	1	-0.8	-1	-5	0.9	2	-2.2	0	-0.4
Cc1noc(C)c1COc1ccc(C(=O)Nc2ncccc2O)cc1	-3	-4.8	-12	5	0.9	2	-3.9	-1	1.2
C/C(Cl)=C/Cc1c(C)[nH]c2ccc(C)cc2c1=O	-5	-0.5	1	-2	x	2	-2.4	-7	-0.3
Cn1c(CSc2ncccn2)nnc1SCC(=O)N1CCCc2ccccc21	2	1.7	5	-11	x	-8	0.0	-1	-1.5
O=C(COC(=O)c1cc(Br)c(Br)s1)NCCC1=CCCCC1	5	-1.0	-3	-9	x	6	-0.6	0	-0.8
CCc1cccc2c(-c3csc(=NC)n3C)c[nH]c12	-9	-0.8	5	-12	3.0	10	-1.9	-9	1.0
O=C(O)c1ccc(-n2ccnc2)c([N+](=O)[O-])c1	-15	-0.9	-4	-7	x	-8	-0.3	0	-0.8
O=C1NC(=S)N(c2ccccc2)C(=O)C1C(c1ccncc1)C1C(=O)NC(=S)N(c2ccccc2)C1=O (stereo not given)	-5	0.7	-3	20	5.7	6	-0.6	-5	0.2
CCOc1ccc(-c2csc(/C(C#N)=C\c3ccc(O)c([N+](=O)[O-])c3)n2)cc1	-8	-0.1	-4	3	x	-3	u	1	0.8
COc1ccc(OCC(=O)Nc2ccc(S(=O)(=O)N3CCCC3)cc2)cc1	6	-0.5	5	-15	0.6	27	-3.3	0	-1.6
O=C(NNC(=O)c1ccccc1O)c1ccc(Cl)cc1	0	-0.4	-2	3	x	4	0.9	-5	-1.7
Cc1ccc(N=c2oc3cc(O)ccc3cc2C(N)=O)cc1	-8	0.7	-3	-139	x	-2	2.7	-3	33*
Cc1cc([N+](=O)[O-])ccc1NC(=O)Nc1ccc(F)cc1F	6	-1.5	-4	-1	0.8	-9	-3.8	2	0.6
Cc1ccc(C(O)c2ncc(-c3ccccc3Cl)[nH]2)cc1 (stereo not given)	-3	-0.6	-4	-9	1.8	-1	-1.3	3	x
COc1ccc(/C=N/Nc2nc(-c3ccc(Cl)cc3)cc(C(F)(F)F)n2)c(OC)c1	-5	0.1	0	0	x	-5	1.1	1	-0.6
COc1ccc(CN2CCNC(=O)C2CC(=O)N(C)Cc2ccon2)cc1OC (stereo not given)	-1	-0.4	-1	-8	1.3	-2	-2.5	0	-1.3
O=C(NCC(c1ccco1)N1CCN(c2ccc(F)cc2)CC1)OCc1ccccc1 (stereo not given)	-3	-1.1	-15	8	1.3	-9	0.4	-6	1.4
CC12CN3CCN(CC(C3)C1O)C2 (stereo not given)	4	-0.1	-6	-2	x	-5	-0.3	0	0.6
Cc1nc(NC(=O)c2ccc([N+](=O)[O-])cc2Cl)sc1C(=O)N(C)C	-14	8.6	-9	10	x	-6	-0.4	2	-0.5
CC(=O)Nc1ccc(Oc2ccc(-c3noc(C)n3)cc2)cc1	11	-0.8	0	-4	x	0	-3.9	8	-0.5
Clc1ccc(-c2nc3c4ccccc4ccn3c2CC2CCCCC2)cc1	7	0.5	1	27	-6.4	x	x	-4	x
O=C(C1CCN(S(=O)(=O)c2c(Cl)cccc2Cl)CC1)N1CCCC1	5	-0.5	-6	1	0.9	1	-7.1	-3	0.5
